MLLE-PAM2 inh: inhibitors of microRNA-mediated deadenylation, human PABP1 MLLE binding | P11940 | GST-MLLE / FITC-PAM2 fluorescence polarization | inhibition, % at 20 µM | hit rate 0.36% among 360,000; in the data active = inhibition above about 35%, passing the limit was not always enough;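 note: plate controls were DMSO wells with GST-MLLE for no effect and wells lacking GST-MLLE protein for full effect; some results filed as inactive read as strong as hits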
TbMetRS inhib: Trypanosoma brucei MetRS inhibition; purified T. brucei MetRS, ATP depletion, Kinase-Glo luminescence; inhibition, % at 11.9 µM; hit rate 0.4% among 360,000; AID 624268;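 active = inhibition above a per-plate cutoff of the control wells' mean inhibition plus 3 SD, cut at about 5.5% in these data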;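 note: 0% = DMSO wells median and 100% = median of wells with control inhibitor compound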
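technique = Kinase-Glo luminescence, ATP depletion format | system = purified MetRS (methionyl-tRNA synthetase) enzyme from Trypanosoma brucei | timing = 15 min preincubation, 2 h reaction, all 25 °C | evaluation = percent inhibition versus plate control medians | dosing = single dose, 11.9 µM final nominal, 0.9% final DMSO | also added = substrates ATP, L-methionine and bulk Escherichia coli tRNA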
CSN inh: blocks human CSN-mediated cullin deneddylation. Purified CSN, SCF-Nedd8-OG deneddylation, fluorescence polarization. inhibition, % at 12.5 µM. hit rate 0.38% among 360,000. AID 651999;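 active = pattern-corrected inhibition above about 35%, with an unprinted fluorescence ratio check between 0.5 and 1.5, limit read from the data, passing the limit was not always enough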;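 note: 0% = enzyme with substrate and 100% = substrate without enzyme; some results filed as inactive read as strong as hits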
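Assay system: HEK293T-derived human Csn5 enzyme; quantity: 0.24 nM enzyme; medium: Tris/NaCl/DTT buffer, pH 7.5; also added: substrate SCFSkp2-Nedd8OG, 10 nM; doses: 12.5 µM compound; schedule: 90 min reaction at room temperature; signal: FP; read-out: % inhibition of substrate cleavage by Csn5; benchmarks: substrate-only high control, full reaction low control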
LMPTP inh: LMPTP (human) inhibition | AID 651560 | hit rate 0.22% among 360,000 | inhibition, % at 20 µM | recombinant LMPTP-A, OMFP fluorogenic substrate, fluorescence intensity;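 active = compounds that cut the enzyme signal by at least half of the control window in the single-dose screen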;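 note: plate controls were DMSO wells with enzyme plus substrate for no effect and substrate without enzyme for full effect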
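material = LMPTP-A | quantity = 0.625 nM enzyme | reagent = OMFP substrate, 400 µM final | buffer or medium = Bis-Tris pH 6.0, DTT, detergent | detection = endpoint fluorescence intensity from OMFP dephosphorylation | dosing = single 20 µM dose | read-out basis = % inhibition relative to no-enzyme and uninhibited control wells | control set = no-enzyme and uninhibited controls | timing = 50 min at room temperature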
DNMT1 block: inhibitors of human DNMT1 | AID 588458 | inhibition (reported as % activation of signal), % at 10 µM | DNMT1 molecular beacon, Hinp1I cleavage, fluorescence | hit rate 0.83% among 360,000 | P26358; in the data active = inhibition above about 50%
STEP block: STEP (human) phosphatase inhibition; AID 588621; inhibition, % at 20 µM; P54829; hit rate 0.25% among 360,000; recombinant STEP, OMFP fluorogenic substrate, fluorescence;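 active = inhibition at 20 µM, scaled per plate between control wells, above about 37%, limit read from the data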;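 note: 0% = DMSO with enzyme and substrate and 100% = substrate only without enzyme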
Target sequence (P54829 whole entry, looked up): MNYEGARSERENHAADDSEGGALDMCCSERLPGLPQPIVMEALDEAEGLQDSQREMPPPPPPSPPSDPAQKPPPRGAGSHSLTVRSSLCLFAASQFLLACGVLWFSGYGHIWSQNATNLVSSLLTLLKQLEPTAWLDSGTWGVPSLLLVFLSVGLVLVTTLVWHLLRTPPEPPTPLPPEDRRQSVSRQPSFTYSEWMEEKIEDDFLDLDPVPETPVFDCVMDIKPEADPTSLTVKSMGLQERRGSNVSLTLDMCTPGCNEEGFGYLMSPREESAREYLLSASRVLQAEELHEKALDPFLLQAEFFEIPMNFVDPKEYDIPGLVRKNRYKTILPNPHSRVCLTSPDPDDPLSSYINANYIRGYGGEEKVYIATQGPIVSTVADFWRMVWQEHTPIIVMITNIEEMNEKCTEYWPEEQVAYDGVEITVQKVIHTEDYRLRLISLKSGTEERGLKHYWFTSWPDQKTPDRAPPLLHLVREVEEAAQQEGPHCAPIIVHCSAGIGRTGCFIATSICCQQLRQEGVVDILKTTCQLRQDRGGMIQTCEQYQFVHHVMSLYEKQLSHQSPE
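Material: STEP (striatal-enriched tyrosine phosphatase) enzyme, cell-free; Compound dosing: 20 µM single dose in 1% DMSO; Technique: fluorescence read at 480 nm ex / 540 nm em; Times: reaction 20 min, ambient temperature; Medium: 50 mM Bis-Tris pH 6.0 with 2.5 mM DTT and 0.005% Tween 20; Also added: OMFP at 25 µM.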
Scp1 inh: blocks human Scp-1 phosphatase activity; Q9GZU7; Recombinant Scp1, phosphopeptide, malachite green phosphate absorbance; inhibition, % at 20 µM; hit rate 0.88% among 340,000; AID 493091;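 active = inhibition above about 50% at 20 µM, limit read from the data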;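 note: plate controls were DMSO wells with enzyme for no effect and wells lacking enzyme for full effect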
Target sequence (Q9GZU7 76-261 limits assumed): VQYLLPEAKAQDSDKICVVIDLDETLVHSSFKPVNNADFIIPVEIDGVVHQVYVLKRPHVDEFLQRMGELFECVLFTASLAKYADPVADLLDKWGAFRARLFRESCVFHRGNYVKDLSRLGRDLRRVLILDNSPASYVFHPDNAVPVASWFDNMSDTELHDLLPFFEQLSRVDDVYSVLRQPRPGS
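Test system: SCP-1 phosphatase catalytic domain, residues 76-261 | Compound dosing: One concentration, 20 µM, with 1.0% DMSO | Schedule: 45 min room-temperature reaction, 5 min colour, 30 min stabiliser | Detection: Absorbance at 630 nm | Read-out basis: % inhibition of SCP-1 phosphate liberation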
Rpn11 block: inhibitors of human proteasome Rpn11 | O00487 | human 26S proteasome, Ub4-pepOG fluorescence polarization; 20S core pre-blocked with epoxomicin | calls only at 20 µM | hit rate 0.59% among 360,000 | AID 588493;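 active = inhibition at 20 µM, scaled to each plate's controls, above about 33%, limit read from the data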
Target sequence (O00487 whole entry, looked up): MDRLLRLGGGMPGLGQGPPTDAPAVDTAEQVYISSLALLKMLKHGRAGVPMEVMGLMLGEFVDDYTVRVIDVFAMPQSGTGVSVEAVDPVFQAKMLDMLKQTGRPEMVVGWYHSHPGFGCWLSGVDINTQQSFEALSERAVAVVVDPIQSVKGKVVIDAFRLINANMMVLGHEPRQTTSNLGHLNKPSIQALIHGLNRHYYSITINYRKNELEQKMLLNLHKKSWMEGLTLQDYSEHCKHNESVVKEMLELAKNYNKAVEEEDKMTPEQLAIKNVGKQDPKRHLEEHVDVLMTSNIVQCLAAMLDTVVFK
NadD inh: inhibitors of Staphylococcus aureus NadD; AID 602399; hit rate 0.78% among 360,000; purified NadD enzyme, colorimetric absorbance read-out; inhibition, % at 20 µM; in the data active = inhibition above about 26%; note: some compounds past the cut are filed as inactive
SUMO1-SIM PPI: SUMO1-SIM interaction modulation | inhibition, % at 20 µM | SUMO1 binding to a labelled peptide, TR-FRET, 1 h | P63165 | hit rate 0.33% among 360,000; in the data active = inhibition above about 37%
Active calls of the source: *.

Brc1cccc(-c2nnc3n2CCC3)c1 was read as MLLE-PAM2 inh 4, TbMetRS inhib -0.7, CSN inh 0, LMPTP inh 0.4, DNMT1 block 0, STEP block 2, Scp1 inh 1, Rpn11 block inactive, NadD inh 5 and SUMO1-SIM PPI 4.
Screening CCc1nc2ccc(C(=O)Nc3cccc(NS(C)(=O)=O)c3)cn2c1N(C=O)CCC(C)C returned MLLE-PAM2 inh 16, TbMetRS inhib -0.3, CSN inh -5, LMPTP inh 0.4, DNMT1 block 5, STEP block -4, Rpn11 block inactive, NadD inh -2 and SUMO1-SIM PPI 0.
For CC(=O)c1ccc(NC(=O)c2cnn3ccccc23)cc1 the results were MLLE-PAM2 inh -10, TbMetRS inhib -0.3, CSN inh -3, LMPTP inh -0.7, DNMT1 block 5, STEP block 0, Scp1 inh -5, Rpn11 block inactive, NadD inh -2 and SUMO1-SIM PPI -2.
Screening NS(=O)(=O)c1ccc(NNC(=O)c2sccc2Cl)cc1 returned MLLE-PAM2 inh -25, TbMetRS inhib 0.0, CSN inh 0, LMPTP inh -2.1, DNMT1 block 4, STEP block -4, Scp1 inh -7, Rpn11 block inactive, NadD inh -2 and SUMO1-SIM PPI 4.
Screening O=c1c2cc(N3CCOCC3)ccc2[nH]c(=S)n1Cc1ccc(Cl)cc1 returned MLLE-PAM2 inh -85, TbMetRS inhib -1.1, CSN inh 3, LMPTP inh 1.3, DNMT1 block -13, STEP block 2, Scp1 inh -11, Rpn11 block inactive, NadD inh 18 and SUMO1-SIM PPI -6.
O=C(Cc1ccccc1)N1CCC(O)(c2cccnc2)CC1 was read as MLLE-PAM2 inh -4, TbMetRS inhib -0.4, CSN inh -5, LMPTP inh 1.3, DNMT1 block 2, STEP block 1, Scp1 inh 0, Rpn11 block inactive, NadD inh -1 and SUMO1-SIM PPI 4.
COc1cc(C)c(NC(=S)Nc2cccc(Cl)c2)cc1OC was read as MLLE-PAM2 inh 34, TbMetRS inhib -0.6, CSN inh -9, LMPTP inh 1.9, DNMT1 block -10, STEP block 0, Scp1 inh -5, Rpn11 block inactive, NadD inh -3 and SUMO1-SIM PPI 1.
CC(=O)c1sc(NS(=O)(=O)c2ccc(C)cc2)nc1-c1ccccc1 was read as MLLE-PAM2 inh -2, TbMetRS inhib 0.1, CSN inh -4, LMPTP inh 0.6, DNMT1 block 0, STEP block 0, Scp1 inh -5, Rpn11 block inactive, NadD inh 8 and SUMO1-SIM PPI -17.
For COc1ccccc1C(=O)Nc1cccc(C(=O)N2CCOCC2)c1 the results were MLLE-PAM2 inh 3, TbMetRS inhib -0.6, CSN inh -1, LMPTP inh 0.5, DNMT1 block -1, STEP block -1, Scp1 inh -1, Rpn11 block inactive, NadD inh 0 and SUMO1-SIM PPI -6.
Screening Cc1cc(C(=O)N/N=C/c2ccc3ccccc3c2)n[nH]1 returned MLLE-PAM2 inh -4, TbMetRS inhib -0.6, CSN inh 2, LMPTP inh 0.5, DNMT1 block 6, STEP block 0, Scp1 inh 13, Rpn11 block inactive, NadD inh -3 and SUMO1-SIM PPI -7.
COc1cccc(CN2CCNC(=O)C2CC(=O)N(C)C2CCOCC2)c1OC (stereo not drawn) was read as MLLE-PAM2 inh 4, TbMetRS inhib -0.4, CSN inh 0, LMPTP inh -0.4, DNMT1 block -5, STEP block -2, Scp1 inh -5, Rpn11 block inactive, NadD inh 1 and SUMO1-SIM PPI -3.
`CC(=O)N1CCN(Cc2nc3cc(NC(=O)Cn4nc(C)c5ccccc5c4=O)ccc3n2C)CC1` gave MLLE-PAM2 inh -8, TbMetRS inhib -0.4, CSN inh 2, LMPTP inh 0.8, DNMT1 block 1, STEP block -2, Scp1 inh 15, Rpn11 block inactive, NadD inh 2 and SUMO1-SIM PPI 6.
For COc1ccccc1NC(=O)c1ccc(NC(=O)CSc2ncn[nH]2)cc1 the results were MLLE-PAM2 inh -3, TbMetRS inhib -0.5, CSN inh -3, LMPTP inh 0.7, DNMT1 block 7, STEP block 0, Scp1 inh 1, Rpn11 block inactive, NadD inh 2 and SUMO1-SIM PPI -2.
Screening Cc1ccc(C(=O)C(C)OC(=O)C2CC(=O)N(C3CCCCC3)C2)cc1 (stereo not drawn) returned MLLE-PAM2 inh 12, TbMetRS inhib -0.2, CSN inh 1, LMPTP inh -0.7, DNMT1 block 1, STEP block -1, Scp1 inh -4, Rpn11 block inactive, NadD inh -1 and SUMO1-SIM PPI -7.
`CC(NC(=O)CSc1ncccn1)c1ccc2c(c1)OCO2` (stereo not drawn) gave MLLE-PAM2 inh -8, TbMetRS inhib -0.2, CSN inh 0, LMPTP inh -0.7, DNMT1 block 1, STEP block -2, Scp1 inh 8, Rpn11 block inactive, NadD inh 4 and SUMO1-SIM PPI 3.
For N=c1c2c(ncn1Cc1ccco1)Oc1ccc3ccccc3c1C2c1ccccc1 (stereo not drawn) the results were MLLE-PAM2 inh -10, TbMetRS inhib 0.7, CSN inh -7, LMPTP inh 7.6, DNMT1 block -15, STEP block -2, Scp1 inh 8, Rpn11 block inactive, NadD inh 15 and SUMO1-SIM PPI 3.
For Cc1ccccc1-n1nnnc1SCC(=O)c1c(N)n(C)c(=O)n(C)c1=O the results were MLLE-PAM2 inh -9, TbMetRS inhib 0.0, CSN inh 8, LMPTP inh -0.4, DNMT1 block 2, STEP block -1, Scp1 inh 45, Rpn11 block inactive, NadD inh -3 and SUMO1-SIM PPI 6.
For CCCCC[C@@H](C)N1C[C@H](COCc2ccccc2)Oc2cc(N3CC[C@H](O)C3)ccc2S1(=O)=O the results were TbMetRS inhib -0.6, CSN inh 0, LMPTP inh 3.6, NadD inh -8 and SUMO1-SIM PPI 2.
OC(c1ccccn1)C(O)c1ccccn1 (stereo not drawn) was read as MLLE-PAM2 inh 11, TbMetRS inhib -0.3, CSN inh 3, LMPTP inh -0.9, DNMT1 block 1, STEP block -3, Scp1 inh -8, Rpn11 block inactive, NadD inh 2 and SUMO1-SIM PPI -1.
Clc1ccc(CSc2snnc2-c2ccccc2)c(Cl)c1 was read as MLLE-PAM2 inh 5, TbMetRS inhib -0.7, CSN inh 1, LMPTP inh 1.8, DNMT1 block 4, STEP block 2, Scp1 inh -13, Rpn11 block inactive, NadD inh 8 and SUMO1-SIM PPI 0.
Screening O=C(NCc1ccccn1)c1cccc(S(=O)(=O)Nc2ccc(SC(F)F)cc2)c1 returned MLLE-PAM2 inh 22, TbMetRS inhib -0.3, CSN inh 4, LMPTP inh 1.8, DNMT1 block -2, STEP block 2, Scp1 inh -10, Rpn11 block inactive, NadD inh -4 and SUMO1-SIM PPI 1.
`COc1cc(S(=O)(=O)N(Cc2ccccc2)CC2CCCO2)ccc1-n1cnnn1` (stereo not drawn) gave MLLE-PAM2 inh -15, TbMetRS inhib -0.2, CSN inh -4, LMPTP inh -0.8, DNMT1 block 0, STEP block -5, Scp1 inh -5, Rpn11 block inactive, NadD inh -8 and SUMO1-SIM PPI -1.
Screening COc1ccc(C(C(=O)NCc2ccccc2)n2c(-c3ccncc3)nc3ccccc32)cc1 (stereo not drawn) returned TbMetRS inhib -0.7, CSN inh 2, LMPTP inh -1.1 and SUMO1-SIM PPI -3.
O=C(CN1C(=O)NC2(CCCCC2)C1=O)N1CCN(S(=O)(=O)c2ccc(F)c(F)c2F)CC1 was read as MLLE-PAM2 inh -10, TbMetRS inhib -0.5, CSN inh 5, LMPTP inh 0.4, DNMT1 block 1, STEP block -1, Scp1 inh 7, Rpn11 block inactive, NadD inh 0 and SUMO1-SIM PPI 12.

Copied from the listing for reference:
Screening COc1ccc(C(C(=O)NCc2ccccc2)n2c(-c3ccncc3)nc3ccccc32)cc1 (stereo not drawn) returned TbMetRS inhib -0.7, CSN inh 2, LMPTP inh -1.1 and SUMO1-SIM PPI -3.
O=C(CN1C(=O)NC2(CCCCC2)C1=O)N1CCN(S(=O)(=O)c2ccc(F)c(F)c2F)CC1 was read as MLLE-PAM2 inh -10, TbMetRS inhib -0.5, CSN inh 5, LMPTP inh 0.4, DNMT1 block 1, STEP block -1, Scp1 inh 7, Rpn11 block inactive, NadD inh 0 and SUMO1-SIM PPI 12.

More structures:
CCCOc1ccc(C(=O)c2nc3c(n2O)CCCC3)cc1 was read as MLLE-PAM2 inh 0, TbMetRS inhib -0.2, CSN inh 2, LMPTP inh -1.9, DNMT1 block 1, STEP block 1, Scp1 inh -9, Rpn11 block inactive, NadD inh 9 and SUMO1-SIM PPI -1.
Screening CC(=O)c1cccc(NC(=S)NC2CC2)c1 returned MLLE-PAM2 inh 7, TbMetRS inhib 0.2, CSN inh -6, LMPTP inh -1.9, DNMT1 block -1, STEP block 2, Scp1 inh -10, Rpn11 block inactive, NadD inh -1 and SUMO1-SIM PPI 1.
Screening O=C(NCc1ccccc1)c1cncc(Br)c1 returned MLLE-PAM2 inh 13, TbMetRS inhib 0.3, CSN inh 0, LMPTP inh -0.6, DNMT1 block 2, STEP block -3, Scp1 inh -11, Rpn11 block inactive, NadD inh -1 and SUMO1-SIM PPI 1.
`O=c1c2c(nc3c(-c4ccc(Cl)cc4)c[nH]n13)CCCC2` gave MLLE-PAM2 inh -30, TbMetRS inhib 0.2, CSN inh -2, LMPTP inh 1.0, DNMT1 block -1, STEP block 4, Scp1 inh 0, Rpn11 block inactive, NadD inh 7 and SUMO1-SIM PPI 16.
CCOC(=O)C1=C(C)Nc2ccccc2N/C1=N\S(=O)(=O)c1cccc(Cl)c1 was read as MLLE-PAM2 inh -1, TbMetRS inhib -0.4, CSN inh 4, LMPTP inh -0.4, DNMT1 block 3, STEP block -4, Scp1 inh -5, Rpn11 block inactive, NadD inh 5 and SUMO1-SIM PPI 9.
`CCC1=NN(C(=O)CCc2ccccc2)C(O)(C(F)(F)F)C1` (stereo not drawn) gave MLLE-PAM2 inh 5, TbMetRS inhib -0.2, CSN inh 0, LMPTP inh -1.9, DNMT1 block 1, STEP block -1, Scp1 inh -3, Rpn11 block inactive, NadD inh -3 and SUMO1-SIM PPI 1.
`COc1cc2ccccc2cc1C(=O)N/N=C/c1ccc2c(c1)OCO2` gave MLLE-PAM2 inh -15, TbMetRS inhib 0.1, CSN inh -1, LMPTP inh 3.5, DNMT1 block -1, STEP block 1, Scp1 inh -5, Rpn11 block inactive, NadD inh 2 and SUMO1-SIM PPI -27.

An unsorted share of the library (roughly 3.6% active in at least one column).
